TCR activator – T cell receptor activation | primary human leukocytes, anti-CD3, IL-2 HTRF, 48 h | AID 504894 | 330,000 tested, under 10 active | Potency, µM (highest dose often 9.22 µM), without a hit: at the top dose activation of IL-2 secretion, usual class: activators; note: % of control where 0% means no effect
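Human primary leukocytes + a-CD3 beads + cpd, 48 hr; IL-2 in supernatant by HTRF (ex 320nm / em 665nm). No co-stimulatory signal supplied.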
Integrin act MD – activators of alpha7 integrin expression for muscular dystrophy; alpha7betagal myoblasts, beta-gal FDG fluorescence, 48 h; Potency, µM (series often up to 38.3 µM), for the others: at the top dose activation, hits mostly activators; 0.064% of 350,000 active; AID 624291;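 note: potency is the fitted concentration of half-maximal effect; 100% = response of the positive control SU9516; nearly all actives have a fitted effect of over 60% in size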
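alpha7betagal+/- myoblasts (passage 13, 250/well) treated 48 h at 37C with compounds at 1:260 dilution of DMSO stock. Lysed, then beta-galactosidase activity read as FDG fluorescence (ex 480/em 540) after 30 min, with pre-read for autofluorescence.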
ASM inhibitor – human S-ASM enzyme inhibition; placental ASM, HMU-PC fluorogenic substrate, 60 min; Potency, µM (titrated, usually from 57.5 µM), inactives show at the top dose activity change, negative = inhibition, most hits filed as inhibitors; 0.006% of 340,000 active; note: potency is the fitted concentration of half-maximal effect
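Human placenta-derived ASM preincubated with compound 10 min at room temperature, then reacted with 9 uM (final) fluorogenic HMU-PC substrate for 60 min at 37 C. Stop solution raises pH to 10; fluorescence read at Ex 386/Em 447 nm.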
PTAP TSG101 blk – blocks PTAP/TSG101 interaction to inhibit HIV-1 budding. Q99816. Fluorescence polarization, FITC-PTAP peptide / Tsg101 binding. Potency, µM (top dose mostly 115 µM), for the others: at the top dose activity change, negative = inhibition, actives largely listed as inhibitors. 340,000 tested, under 10 active. AID 493005; active = well fitted inhibition curve with a large enough effect in the main read-out, with a control signal flat, not every such curve was filed as active; inconclusive = small, poorly fitted or top-dose-only effect, or effect the other way, or a change in a side signal; inactive = no such curve, though single readings can be large or run the other way; note: potency is the fitted concentration of half-maximal effect; % of control where 0% means no effect
Target sequence (Q99816 whole entry, looked up): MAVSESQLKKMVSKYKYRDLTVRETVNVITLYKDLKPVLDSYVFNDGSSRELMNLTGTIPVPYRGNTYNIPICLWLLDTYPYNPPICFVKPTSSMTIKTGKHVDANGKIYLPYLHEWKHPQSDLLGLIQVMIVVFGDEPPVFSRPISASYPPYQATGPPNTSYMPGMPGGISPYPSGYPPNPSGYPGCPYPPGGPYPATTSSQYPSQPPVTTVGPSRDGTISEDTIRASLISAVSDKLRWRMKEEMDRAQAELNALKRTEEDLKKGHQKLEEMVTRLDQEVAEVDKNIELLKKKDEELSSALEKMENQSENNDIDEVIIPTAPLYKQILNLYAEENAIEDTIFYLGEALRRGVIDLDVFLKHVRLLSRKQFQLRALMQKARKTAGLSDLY
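Fluorescence polarization binding of Tsg101 binding domain (10 uM final) to FITC-labeled PTAP peptide (50 nM final) in HEPES pH 7.5 buffer with NaCl, Tween 20, EDTA, TCEP. Compounds added before peptide; binding 20 min at RT.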
A-T KAP1 phos – candidate therapy for ataxia-telangiectasia. […] A-T fibroblasts, KAP-1 phosphorylation AlphaLISA; neocarzinostatin DNA damage 30 min before lysis. Potency, µM (highest dose often 57.5 µM), for the others: at the top dose activation, usual class: activators. AID 485349. 0.19% of 320,000 active; note: potency is the fitted concentration of half-maximal effect; % of control where 0% means no effect; nearly all actives have a fitted effect of over 45% in size
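hTERT-immortalized A-T patient fibroblasts ([…]), 500 cells/well in OPTI-MEM, 1% FBS, got compounds for 60 min, then NCS for 30 min at 37C. Lysates were then assayed for phospho-KAP-1 by AlphaLISA (anti-pKAP1 donor, anti-KAP1 acceptor beads), 6 hr at 25C.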
TSHR antagonist – blocks TSH signaling through the human TSH receptor; TSHR-expressing cells, TSH-stimulated cAMP HTRF, 2 h; active compounds read low; 0.2% of 330,000 active; P16473; activity change, negative = inhibition, % at 11.5 µM;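 active = activity change below a set negative limit, meaning inhibition stronger than a set level, cut at about -70% in these data; inconclusive = activity change between two set negative limits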; note: % is set by controls: 0 for no effect and ±100 for the full control effect
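Read-out is FRET at 665 nm (cryptate excitation 337 nm) from a cryptate-tagged anti-cAMP antibody, competed by cell cAMP against cAMP-d2. Compounds are tested on freshly harvested TSHR cells challenged with 4nM TSH (EC80) for 2 hours at 37 deg C.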
Menin MLL FP TR – displaces Texas Red mutant MLL peptide from human menin; Menin + Texas Red MLL mutant peptide, fluorescence polarization; 0.23% of 270,000 active; Potency, µM (titrated, usually from 61.6 µM), inactives show top-dose FP activity change, negative = inhibition, hits mostly inhibitors; active = well fitted inhibition curve with a large enough effect in the polarisation, with a control signal flat, not every such curve was filed as active; inconclusive = small, poorly fitted or top-dose-only effect, or effect the other way, or a change in a side signal; inactive = no such curve, though single readings can be large or run the other way; the % refers to the polarisation; note: potency is the fitted concentration of half-maximal effect; % of control where 0% means no effect; many of its hits are not listed in these tables
MBNL1 CUG block – blocks human MBNL1 binding to CUG repeat RNA; TR-FRET MBNL1-His/biotin-(CUG)12 binding, 665/545 ratio; Potency, µM (titrated, usually from 57.5 µM), without a hit: at the top dose activity change, negative = inhibition, hits mostly inhibitors; Q9NR56; 0.036% of 280,000 active; active = well fitted inhibition curve with a large enough effect in the signal ratio, with a control signal flat, not every such curve was filed as active; inconclusive = small, poorly fitted or top-dose-only effect, or effect the other way, or a change in a side signal; inactive = no such curve, though single readings can be large or run the other way; the % refers to the signal ratio; note: potency is the fitted concentration of half-maximal effect; % is set by controls: 0 for no effect and ±100 for the full control effect
Target sequence (Q9NR56 whole entry, looked up): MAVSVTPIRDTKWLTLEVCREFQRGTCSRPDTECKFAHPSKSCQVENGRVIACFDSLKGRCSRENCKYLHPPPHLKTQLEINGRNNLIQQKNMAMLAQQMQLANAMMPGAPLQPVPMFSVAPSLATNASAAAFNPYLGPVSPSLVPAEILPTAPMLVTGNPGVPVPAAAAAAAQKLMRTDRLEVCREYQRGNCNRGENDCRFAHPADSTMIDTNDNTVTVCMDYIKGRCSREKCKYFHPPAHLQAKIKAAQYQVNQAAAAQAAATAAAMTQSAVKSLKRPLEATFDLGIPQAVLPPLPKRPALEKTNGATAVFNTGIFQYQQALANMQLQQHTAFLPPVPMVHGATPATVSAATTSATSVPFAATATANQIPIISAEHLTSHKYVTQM
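MBNL1-His + Biotin-(CUG)12, cpd titration 92 nM–58 uM; Tb anti-His Ab 0.055 ng/ul, SA-XL665 5 nM (final); 60 min RT; ratiometric 665/545 nm, Ex 340 nm; normalized to buffer and full-complex controls.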
Mito fusion yeast – blocks mitochondrial division or promotes mitochondrial fusion; S. cerevisiae fusion-defective mutant growth rescue, CellTiterGlo 48 h; Potency, µM (doses to about 46.1 µM), for inactives: top-dose growth rescue (activation), actives largely listed as activators; 0.23% of 320,000 active;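 note: potency is the fitted concentration of half-maximal effect; % of control where 0% means no effect; nearly all actives have a fitted effect of over 45% in size; temperature-sensitive fusion mutants such as fzo1-1 at 37 °C on non-fermentable ethanol glycerol medium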
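Growth-rescue viability read-out: after 48 h at the non-permissive 37C in glycerol/ethanol YPEG, yeast mitochondrial fusion mutants are measured by CellTiterGlo luminescence; compounds (23 nl pinned per well) restoring growth score as division inhibitors or fusion activators.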
CXXC DNA block – inhibitors of human MLL CXXC domain-DNA interaction; Potency, µM (doses to about 115 µM), inactives show top-dose activity change, negative = inhibition, most hits filed as inhibitors; AID 2662; Q03164; MLL-CXXC / FITC-HOXA9 DNA fluorescence polarization; 0.037% of 290,000 active; active = well fitted inhibition curve with a large enough effect in the polarisation, with a control signal flat, not every such curve was filed as active; inconclusive = small, poorly fitted or top-dose-only effect, or effect the other way, or a change in a side signal; inactive = no such curve, though single readings can be large or run the other way; the % refers to the polarisation; note: potency is the fitted concentration of half-maximal effect
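Purified MLL-CXXC (added from a 7 uM solution) was preincubated 5 min at ambient with pinned compounds in 50 mM Tris-HCl pH 7.5, 50 mM NaCl, 1 mM DTT, 0.05% BSA. Fluorescein-labeled HOX-A9 DNA (50 nM solution) followed, 30 min, then polarization read.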
An asterisk follows results filed as active; i = inactive; ? = inconclusive; · = not tested or not shown; & = joins results of further samples; [ ] = remark or other dose. Unless noted, calls come from the whole dose curve; as a rule, active = well fitted curve in the direction sought with a large enough effect; inconclusive = small, poorly fitted or top-dose-only effect, or another doubt; inactive = no such curve, though single readings can be large; an effect the other way counts as inactive or inconclusive.

SMILES	TCR activator	Integrin act MD	ASM inhibitor	PTAP TSG101 blk	A-T KAP1 phos	TSHR antagonist	Menin MLL FP TR	MBNL1 CUG block	Mito fusion yeast	CXXC DNA block
Cc1nc2scc(C)n2c(=O)c1S(=O)(=O)Nc1ccc(N2CCOCC2)cc1	4%	6%	1%	-2%	-8%	1	-4%	-2%	-11%	11%
CCc1nc(C)ccc1OC(=O)C12CC3CC(CC(C3)C1)C2	11%[46.1 µM]	26%	-4%	0%	?	-12	?	?	6%	0%
CCN(c1ccccc1)S(=O)(=O)c1cc(C(=O)O)ccc1C	5%	-8%	4%	-4%	4%	8	-23%	3%	1%	-7%
Cn1cnc([N+](=O)[O-])c1Sc1ccccc1	-2%	-45%[inhibitor]	3%	-6%	27%	29	-2%	?	-8%	-2%
O=C(CCNC(=O)N1CC(=O)Nc2ccccc21)NCc1ccc(F)cc1	1%	?	3%	-2%	6%	-8	·	-1%	-1%	3%
CN(C)CCN=c1cc(-c2ccccc2)oc2ccc(Cl)cc12	6%	15%	-5%	-1%	2%	-8	-19%	-7%	-3%	3%
COc1ccc(C(CNC(=O)c2cccc(S(=O)(=O)N3CCOCC3)c2)N2CCOCC2)cc1 (stereo not drawn)	3%[46.1 µM]	-2%	3%	0%	-6%	19	·	·	·	·
COc1ccc2oc(=O)c(C(=O)N3CCN(C(=O)c4ccco4)CC3)cc2c1	-2%	-5%	316%[activator]	-2%	-3%	10	10%	22%	2%	1%
O=C(NCc1cc2ccccc2[nH]1)C1CCC(=O)N(CCCN2CCCC2=O)C1 (stereo not drawn)	-4%	-16%	17%	-1%	-8%	26	4%	0%	0%	49%
CCCCn1c(N)c(N(CCOC)C(=O)c2ccc(N3C(=O)CCC3=O)cc2)c(=O)[nH]c1=O	4%	-8%	3%	-2%	2%	2	·	·	1%	·
CC1CN(S(=O)(=O)c2ccc(-c3nc4ccccc4s3)cc2)CC(C)O1 (stereo not drawn)	5%	23%	2%	-6%	1%	10	12%	-12%	1%	-10%
O=C(NC(=S)Nc1cc(Cl)ccc1N1CCOCC1)c1ccc(-c2cccc(Cl)c2)o1	-4%	5%[7.66 µM]	-2%	-2%	-1%	7	5%	-4%	-4%	22%
COC(=O)CCC(C)C1CCC2C3CCC4CC(O)CCC4(C)C3=CC(=O)C12C (stereo not drawn)	3%	-4%	-6%	-5%	·	·	·	·	·	·
COC(=O)[C@@]1(Cc2ccccc2)[C@H]2C(=O)N(Cc3ccccc3)C(=O)[C@H]2[C@H]2CN(C)C(=NCc3ccccc3)N21	0%	15%	-1%	-7%	·	·	·	·	·	·
O=C(NCC(=O)N1CCCCCCC1)c1ccccc1Br	-4%	13%	3%	0%	-1%	-2	·	·	-4%	·
CN(C)c1cccc(C(=O)NNC(=S)NC2CCCC2)c1	0%	-12%	i	-2%	-3%	-2	6%	-3%	-4%	4%
COC(=O)COc1cccc(-n2cnnn2)c1	4%	-25%	7%	-9%	9%	1	-11%	7%	3%	-2%
COC(=O)c1ccccc1NC1=C/C(=N\S(=O)(=O)c2cccs2)c2ccccc2C1=O	0%&-1%	3%&-69%	-2%&-7%	-6%&-5%	-9%	19	?	?	-19%	-22%
O=C(NN=C1CCCCCC1)c1cc(-c2ccccc2)nc2ccccc12	5%	-52%[inhibitor]	-1%	-8%	4%	-9	35%[activator]	2%	-2%	1%
O=[N+]([O-])/C(C(Cl)=C(Cl)Cl)=C1\Nc2ccccc2O1	-4%	-16%	-1%	0%	6%	-12	·	9%	-3%	-3%
C=CC[C@@H](CC(=O)N[C@@H](CO)Cc1ccccc1)C(=O)N[C@H](COC(=O)[C@@H](CC=C)CC(=O)OC(C)(C)C)Cc1c[nH]c2ccccc12	9%	-38%	-6%	-4%	-1%	-15	·	·	·	·
O=C(CN(c1ccc(Cl)c(Cl)c1)S(=O)(=O)c1ccccc1)N1CCc2ccccc2C1	18%	8%	-5%	-4%	1%	-12	-2%	0%	10%	8%
Cc1cc(/C=C2\C(=N)N3N=C(C(C)C)SC3=NC2=O)c(C)n1Cc1ccccc1	-2%	23%	-1%	-4%	-1%	-20	·	-7%	-1%	-3%
CCOc1ccccc1NC(=O)c1ccc(Cl)c(NC(=O)CC(c2ccccc2)c2ccccc2)c1	·	35%	-6%	0%	7%	4	-2%	-1%	-3%	9%
CCCCn1c(N)c(N(CC(C)C)C(=O)CN(C)Cc2cccc(OC)c2)c(=O)[nH]c1=O	1%	-18%	0%	-1%	·	1	3%	-8%	-1%	13%
CCc1nnc(SCC(=O)Nc2ccc(N3CCOCC3)cc2)n1C	7%	3%	-4%	-1%	-1%	16	·	2%	-1%	6%
CN1C(=O)C(=O)N(c2cccc(C(F)(F)F)c2)C1=O	-4%	21%	2%	2%	·	·	·	·	·	·
Cc1nn(C)cc1S(=O)(=O)N1CCCC(C(=O)O)C1 (stereo not drawn)	·	-4%	0%	0%	6%	7	21%	3%	?	?
COc1cc(/C=N/NC(=O)c2cccc([N+](=O)[O-])c2)cc(OC)c1O	11%	-1%	-1%	-3%	-3%	-1	13%	?	-3%	-2%
O=C(CSc1nccn(-c2ccc(Br)cc2)c1=O)Nc1ccccc1F	5%	2%	·	2%	0%	-7	·	·	14%	·
CC(=O)N1CCc2c(sc(NC(=O)CS(=O)(=O)c3ccc(F)cc3)c2C(N)=O)C1	-3%	-19%	31%	-7%	-12%	-12	·	·	5%	·
CC1CCCC(NC(=S)NC(=O)c2ccco2)C1C (stereo not drawn)	3%	1%	-2%	-2%	18%	·	·	·	·	·
CCOc1ccc(N=Nc2cc(C(C)C)ccc2O)cc1	-1%[46.1 µM]	0%	-11%	0%	1%	-2	-9%	-7%[11.5 µM]	5%	-4%
Cc1ccc(NS(=O)(=O)c2ccc3c(c2)n(C)c(=O)c(=O)n3C)c(C)c1	0%	20%	-6%	-10%	2%	4	9%	2%	-3%	12%
CC(=O)Nc1ccc(S(=O)(=O)N(C)CC(=O)OCC(=O)c2cc(C)n(-c3ccc4c(c3)OCO4)c2C)cc1	1%[46.1 µM]	0%	-3%	-1%	-1%	-12	9%	-4%	-1%	6%
CC(C)c1ccccc1NC(=O)COC(=O)c1cc(=O)[nH]c(=O)[nH]1	-3%	-20%	5%	-2%	2%	9	8%	-13%	0%	2%
Cc1cccc(N2CC(C(=O)Nc3ccc4c(c3)OCO4)CC2=O)c1C (stereo not drawn)	-1%	-23%	2%	-5%	15%	-13	9%	-2%	0%	8%
COc1ccc2c(c1)CCc1c(C(=O)NCCCn3ccnc3)noc1-2	·	-8%[7.66 µM]	0%	-7%	-7%	5	7%	-4%	2%	2%
C/C(=N/NC(=O)CNC(=O)c1ccco1)c1ccc(Cl)cc1	-11%	-9%	4%	0%	-3%	12	5%	-2%	-6%	-3%
Cc1nc(CC(=O)NNS(=O)(=O)c2ccc3ccccc3c2)cs1	6%[46.1 µM]	-19%	0%	-2%	3%	13	8%	·	1%	-5%
CN(CCO)c1ncnc2nc[nH]c12	-7%[46.1 µM]	8%	6%	-7%	0%	0	-1%	-1%	-2%	5%
Nc1nc(SCC(=O)Nc2ccc(C(F)(F)F)cc2)[nH]c(=O)c1NC(=O)c1ccc(F)c(F)c1	4%	?	-1%	0%	-4%	-3	·	-5%	0%	0%
CCOc1ccc2oc(C(=O)OCC(=O)NC(=O)NC)c(C)c2c1	0%	7.1µM*	1%	0%	1%	2	·	·	4%	1%
CCCC(=O)Nc1nnc(-c2ccc(Cl)s2)o1	9%	-8%	0%	1%	13%	-5	0%	26%	-3%	0%
Cc1ccccc1C(=O)c1c[nH]c(C(=O)NCc2cccs2)c1	5%	12%	0%	-4%	-10%	-12	11%	10%	1%	?
Cc1ccc2c(CN3CCN(S(=O)(=O)c4ccc5c(c4)OCCO5)CC3)cc(=O)oc2c1C	2%	0%	-8%	-2%	11%	?	-12%	2%	27%	0%
COc1ccc(Nc2nnc(SCC(=O)Nc3ccc4[nH]c(=O)[nH]c4c3)s2)cc1	0%	0%	5%	4%	-3%	6	?	-1%	1%	6%
O=C(Nc1ccc(F)cc1)C1CCN(S(=O)(=O)c2ccc3[nH]c(=O)oc3c2)CC1	-4%	-9%	0%	-3%	10%	-7	·	0%	-1%	-2%
COc1ccc(NC(=O)NCCc2cccc(Cl)c2)cc1OC	-8%	2%	1%	-1%	0%	-5	27%	-16%	-5%	-2%
CCN1CCN(S(=O)(=O)c2ccc(Cl)c(C(=O)N(C)Cc3ccc(Cl)cc3Cl)c2)CC1	-2%	-30%	-1%	-1%	4%	-4	·	-7%	0%	20%

High-throughput results from PubChem BioAssay.

Only part of the results is shown, so the mix of outcomes need not match the whole.
